DYRK1A inh – inhibitors of rat Dyrk1A kinase. actives 0.43% (n = 310,000). AID 504441. Q63470. inhibition, % at 12.5 µM. ADP-Glo luminescence, NFATc1 peptide; in the data active means inhibition above about 50%;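 further: plate controls were vehicle with enzyme for no effect and no enzyme for full effect; many of its hits are not listed in these tables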
KCNQ1 block – blocks the human KCNQ1 potassium channel. CHO-K1 KCNQ1, FluxOR thallium flux fluorescence; active compounds read high. B-score at 10 µM. actives 1.3% (n = 310,000). AID 2642;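 active means compounds whose thallium flux B-score, printed positive for inhibition, exceeds three library SD while starting fluorescence stays within three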;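 further: channel opened by potassium depolarization with thallium stimulus after 20 min compound exposure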
KCNQ1 act – human KCNQ1 channel potentiation or activation. P51787. CHO-K1 KCNQ1, thallium flux FluxOR fluorescence; active compounds read high. B-score at 10 µM. actives 0.35% (n = 310,000). AID 2648;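 active means fluorescence ratio B-score, a plate-corrected score, at least three library SD, with initial intensity B-score within 5 SD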
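Doses: Single concentration per compound, DMSO matched to controls | Test system: KCNQ1-transfected CHO-K1 cells | Timing: 90 min dye loading and 20 min compound exposure, both at room temperature | Measured by: Kinetic FluxOR thallium fluorescence, 10-s 1-Hz baseline, 110-s post-stimulus read | Medium: Assay buffer with matched DMSO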
hERG protect – shields human hERG channel from block by proarrhythmic agents; activation (rescue from dofetilide block), less the hit threshold, % at 10 µM; CHO-hERG, FluxOR thallium flux, dofetilide IC70 present; AID 1511; actives 0.51% (n = 310,000);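 active means activation above the mean of controls blocked by dofetilide plus 5 SD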;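 further: thallium influx through hERG after potassium depolarization seen as dye fluorescence rise; in these data hits start at about 4.7%; inactives centre near -7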
Target sequence (Q12809 whole entry, looked up): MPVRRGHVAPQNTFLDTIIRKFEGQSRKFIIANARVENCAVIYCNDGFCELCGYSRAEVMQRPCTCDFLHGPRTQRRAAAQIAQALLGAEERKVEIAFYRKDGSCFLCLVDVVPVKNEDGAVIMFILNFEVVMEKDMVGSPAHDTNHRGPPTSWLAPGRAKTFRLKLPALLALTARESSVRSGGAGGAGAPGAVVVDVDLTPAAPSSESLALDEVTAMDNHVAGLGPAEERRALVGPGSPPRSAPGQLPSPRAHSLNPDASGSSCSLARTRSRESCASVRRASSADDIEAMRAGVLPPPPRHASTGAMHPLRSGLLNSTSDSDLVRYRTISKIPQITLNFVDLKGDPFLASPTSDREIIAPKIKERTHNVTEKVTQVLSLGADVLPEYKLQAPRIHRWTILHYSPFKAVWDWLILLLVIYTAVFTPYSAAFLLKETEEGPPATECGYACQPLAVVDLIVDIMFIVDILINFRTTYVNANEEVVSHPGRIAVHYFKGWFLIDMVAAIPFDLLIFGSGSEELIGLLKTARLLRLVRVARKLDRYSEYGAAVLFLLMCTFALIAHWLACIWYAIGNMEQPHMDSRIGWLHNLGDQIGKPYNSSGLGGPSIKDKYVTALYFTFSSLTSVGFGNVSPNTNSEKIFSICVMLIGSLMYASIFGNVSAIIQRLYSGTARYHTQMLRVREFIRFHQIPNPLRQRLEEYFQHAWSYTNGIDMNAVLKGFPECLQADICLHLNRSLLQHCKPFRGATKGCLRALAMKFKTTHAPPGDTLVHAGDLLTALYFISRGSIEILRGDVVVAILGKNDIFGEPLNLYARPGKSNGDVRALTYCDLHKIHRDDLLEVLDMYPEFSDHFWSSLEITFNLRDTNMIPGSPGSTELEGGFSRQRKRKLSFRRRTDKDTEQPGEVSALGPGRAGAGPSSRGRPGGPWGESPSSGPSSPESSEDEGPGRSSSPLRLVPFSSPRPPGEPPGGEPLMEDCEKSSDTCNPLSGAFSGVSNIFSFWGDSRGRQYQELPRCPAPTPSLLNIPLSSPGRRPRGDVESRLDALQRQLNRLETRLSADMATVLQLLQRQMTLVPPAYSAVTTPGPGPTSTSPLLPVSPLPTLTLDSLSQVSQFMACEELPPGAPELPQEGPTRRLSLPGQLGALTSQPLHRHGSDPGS
KCNK9 inh – inhibitors of human KCNK9 two-pore domain potassium channel; HEK293 KCNK9, FluxOR thallium flux fluorescence; active compounds read low; B-score at 10 µM; actives 1.2% (n = 310,000); AID 488922;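 active means ratio B-score over 3 SD below the library mean, with starting fluorescence within 5 SD of its mean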;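 further: negative B-score means less thallium flux so channel inhibition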
RGS4 act – potentiators or activators of RGS4; HEK293 M3R/inducible RGS4, carbachol calcium flux Fluo4; active compounds read low; B-score at 10 µM; actives 0.92% (n = 310,000); AID 463111;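 active means B-score of the integrated calcium signal more than 4 SD below the library mean, with starting fluorescence not abnormally high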;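 further: negative B-score means reduced calcium response which marks RGS4 activation or potentiation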
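Test system: HEK293 cells with stable M3R and inducible RGS4; also added: carbachol at ECmax as muscarinic agonist stimulus; schedule: dye loading 30 min 37 °C, buffer rest 30 min RT; technique: kinetic calcium fluorescence imaging with Fluo4-AM dye, 2 µM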
GSK3A inh – human GSK-3 alpha kinase inhibition. AID 2650. actives 0.1% (n = 320,000). P49840. inhibition, % at 10 µM. ADP-Glo luminescence, 60 min;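 in the data active means inhibition above about 50%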;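 further: GST-tagged GSK-3 alpha with peptide substrate and 25 µM ATP; 0% = DMSO neutral wells and 100% = GW8510 positive control wells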
KCNK3 inh – human KCNK3 channel inhibition, primary screen | O14649 | CHO-KCNK3 thallium flux, FluxOR fluorescence; active compounds read low | B-score at 10 µM | actives 0.84% (n = 340,000) | AID 602410;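 active means B-score under library mean minus 4 SD, starting fluorescence ratio at most library mean plus 5 SD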;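 further: more negative B-score means stronger inhibition of thallium flux through KCNK3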
RGS4 inh – human RGS4 inhibition | AID 463165 | B-score at 10 µM | P49798 | HEK293 M3R/RGS4 inducible, Fluo-4 calcium flux; active compounds read high; triggered by carbachol at its EC20 | actives 0.45% (n = 310,000);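 active means B-score, a plate-corrected calcium signal, over three deviations above library mean, with baseline fluorescence within five deviations of library mean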;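 further: RGS4 expression induced by doxycycline in cells with stable M3 receptor; B-score is computed from the integrated fluorescence ratio over baseline after carbachol; higher B-score means a larger calcium signal and so more RGS4 inhibition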
GSK3beta inhib – inhibitors of human GSK3beta kinase | GST-GSK3beta kinase, ADP-Glo luminescence, 60 min; active compounds read low | actives 0.038% (n = 300,000) | P49841 | activity score (negative = inhibition), % at 10 µM;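 active means more than half of replicate wells score below -50%, meaning over 50% inhibition versus plate controls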;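 further: 0% = median DMSO wells and -100% = median GW8510 positive control wells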
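Test system – GST-tagged human GSK3beta kinase, cell-free · Incubation – 60 min enzyme reaction, room temperature · Signal – ADP-Glo luminescence · Also added – peptide substrate and ATP at 25 µM · Controls – DMSO neutral wells and GW8510 at 20 µM as positive · Buffer or medium – Tris/MgCl2 kinase buffer · Measure – Luminescence-derived activity versus plate DMSO and GW8510 wells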
PolyA inhibitor – blocks polyadenylation in yeast reporter cells; S. cerevisiae SKY197-pL101 polyadenylation reporter, beta-gal luminescence; efflux-impaired pdr1/pdr3 knockout yeast; score 100 = 6 SD above DMSO; calls only at 12 µM; actives 0.02% (n = 300,000); AID 1875;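 active means lowest replicate activity score at least 50, where 100 means six control SD above control mean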;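 further: yeast exposed to compound for 9 h at 30 °C; higher score means more reporter readthrough which indicates perturbed polyadenylation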
* hit, by the source's call; i = inactive; nt = not tested or not shown. These rows are one share of the data (hit frequency here may not be typical).

SMILES	DYRK1A inh	KCNQ1 block	KCNQ1 act	hERG protect	KCNK9 inh	RGS4 act	GSK3A inh	KCNK3 inh	RGS4 inh	GSK3beta inhib	PolyA inhibitor
O=C(Nc1ccc2c(c1)OCCO2)c1cc2ccccc2o1	2	i	i	-11	i	i	0	i	i	1	i
O=C1NN(c2ccccc2)C(=O)/C1=C/c1cccs1	nt	i	i	-2	i	i	0	nt	i	0	i
COc1ccc(CNC(=O)CSc2nnc(Cn3nnc4ccccc43)n2C)cc1	1	i	i	-2	i	i	-3	i	i	1	i
CCCCSCCCNC(=O)CS(=O)Cc1nc(-c2cccc(C)c2)oc1C (stereo not drawn)	-6	i	i	-13	i	i	-1	i	i	3	i
CN(c1ccc(OCC(=O)OCC(=O)Nc2ccc(F)cc2)cc1)S(=O)(=O)c1ccc(Cl)cc1	1	i	i	-3	i	i	-2	i	i	-2	i
CC(C)N(Cc1nc(-c2ccccc2)no1)C(=O)Cc1ccccc1	5	i	i	-6	i	i	-2	i	i	0	i
CC(=O)c1cccc(N2C(=NC(=O)C3CCCCC3)SC3CS(=O)(=O)CC32)c1 (stereo not drawn)	-2	i	i	-7	i	i	1	i	i	-2	i
O=C(c1ccccc1)N1N=C(c2ccccc2)CC1c1ccccc1O (stereo not drawn)	-6	i	i	-11	i	i	-1	i	i	-5	i
CCOC(=O)c1cn2nc(Oc3ccc(C(=O)OC)cc3)ccc2n1	nt	i	i	-6	i	i	-3	i	i	-1	i
CC(=O)NC(=S)Nc1cccc([N+](=O)[O-])c1	2	i	i	-3	i	i	-1	i	i	4	i
CC(Oc1ccccc1)C(=O)Nc1cccc(F)c1 (stereo not drawn)	-3	i	i	-8	i	i	-4	i	i	2	i
O=C(CC1Oc2ccccc2NC1=O)NC1CC1 (stereo not drawn)	2	i	i	-1	i	i	-5	i	i	2	i
Cc1cc(/C=N/NC(=O)c2nn(C)cc2Cl)c(C)n1-c1cccc(Br)c1	1	i	i	-8	i	i	-4	i	i	4	i
O=C(N/N=C/C(Br)=C/c1ccccc1)C(O)c1ccccc1 (stereo not drawn)	nt	i	i	-10	i	i	1	i	i	0	i
CCOC(=O)c1nnn2c1nc(N(CC)CC)c1ccccc12	12	i	i	-10	i	i	9	i	i	-7	i
CC(=O)Nc1ccc(C2NC(=S)N(c3ccccc3C(F)(F)F)C(C)=C2C(=O)N2CCOCC2)cc1 (stereo not drawn)	-1	i	i	-15	i	i	0	i	i	-3	i
CN1CCN(c2ccc(-c3cccc(NC(=O)COc4ccccc4)c3)nn2)CC1	6	i	i	-14	i	i	2	i	i	-1	i
CC1(C)NC(C)(C)c2nonc2/C1=N\O	0	i	i	-11	i	i	-7	i	i	3	i
Nc1nonc1-n1nnc(C(=O)c2ccccc2)c1-c1ccccc1	9	i	i	-9	i	i	14	i	i	-15	i
O=C(NCCc1ccc(C(F)(F)F)cc1)c1ccc(Cl)nc1	-2	i	i	-4	i	i	-3	i	i	-2	i
COc1ccc2c(CC(=O)N3CCc4cc(OC)c(OC)cc4C3)coc2c1	4	i	i	-4	i	i	-3	i	i	-1	i
CCc1nc(SCC(=O)Nc2ccc(N(C)C)cc2)c2ccccc2n1	2	i	i	-11	i	i	-1	i	i	4	i
Cc1ccc(NC(=O)CCC(=O)N/N=C/c2ccc(O)cc2O)cc1	1	i	i	-9	i	i	-2	i	i	1	i
COc1cc(OC)c(OC)cc1/C=N/n1c(C)nc2ccccc2c1=O	-2	i	i	-5	i	i	-1	i	i	2	i
CSc1nc2ccc(NC(=O)NC(=O)c3c(F)cccc3F)cc2s1	-2	i	i	-5	i	i	-2	i	i	0	i

Part of the list above in order of heavy-atom count, falling.
SMILES	DYRK1A inh	KCNQ1 block	KCNQ1 act	hERG protect	KCNK9 inh	RGS4 act	GSK3A inh	KCNK3 inh	RGS4 inh	GSK3beta inhib	PolyA inhibitor
CC(=O)Nc1ccc(C2NC(=S)N(c3ccccc3C(F)(F)F)C(C)=C2C(=O)N2CCOCC2)cc1 (stereo not drawn)	-1	i	i	-15	i	i	0	i	i	-3	i
CN(c1ccc(OCC(=O)OCC(=O)Nc2ccc(F)cc2)cc1)S(=O)(=O)c1ccc(Cl)cc1	1	i	i	-3	i	i	-2	i	i	-2	i
CN1CCN(c2ccc(-c3cccc(NC(=O)COc4ccccc4)c3)nn2)CC1	6	i	i	-14	i	i	2	i	i	-1	i
CC(=O)c1cccc(N2C(=NC(=O)C3CCCCC3)SC3CS(=O)(=O)CC32)c1 (stereo not drawn)	-2	i	i	-7	i	i	1	i	i	-2	i
Cc1cc(/C=N/NC(=O)c2nn(C)cc2Cl)c(C)n1-c1cccc(Br)c1	1	i	i	-8	i	i	-4	i	i	4	i
Cc1ccc(NC(=O)CCC(=O)N/N=C/c2ccc(O)cc2O)cc1	1	i	i	-9	i	i	-2	i	i	1	i
CCOC(=O)c1nnn2c1nc(N(CC)CC)c1ccccc12	12	i	i	-10	i	i	9	i	i	-7	i
O=C(Nc1ccc2c(c1)OCCO2)c1cc2ccccc2o1	2	i	i	-11	i	i	0	i	i	1	i
O=C1NN(c2ccccc2)C(=O)/C1=C/c1cccs1	nt	i	i	-2	i	i	0	nt	i	0	i
O=C(CC1Oc2ccccc2NC1=O)NC1CC1 (stereo not drawn)	2	i	i	-1	i	i	-5	i	i	2	i
CC(=O)NC(=S)Nc1cccc([N+](=O)[O-])c1	2	i	i	-3	i	i	-1	i	i	4	i
CC1(C)NC(C)(C)c2nonc2/C1=N\O	0	i	i	-11	i	i	-7	i	i	3	i

Going on with the list:
SMILES	DYRK1A inh	KCNQ1 block	KCNQ1 act	hERG protect	KCNK9 inh	RGS4 act	GSK3A inh	KCNK3 inh	RGS4 inh	GSK3beta inhib	PolyA inhibitor
COc1ccc(NC(=S)N(CCCN2CCOCC2)C(C)c2cc3cccc(OC)c3o2)cc1 (stereo not drawn)	2	i	i	-14	i	i	-3	i	i	1	i
Nc1nnc(SCc2c(F)cccc2Cl)s1	nt	i	i	-9	i	i	2	i	i	3	i
COc1cccc(CCC(=O)N(C)C2CCCN(Cc3ccccc3F)C2)c1 (stereo not drawn)	1	i	i	-3	i	i	0	i	i	3	i
COc1ccc(CCCC(=O)N/N=C/c2cccc(OC)c2O)cc1C	-5	i	i	-11	i	i	1	i	i	-6	i
COc1cccc2sc(N(CCCN(C)C)C(=O)CCS(=O)(=O)c3ccccc3)nc12	0	i	8*	-12	i	i	1	i	i	-1	i
Cc1ccc(N(CC(=O)NC2CCCCC2)C(=O)CCCC(=O)Nc2ccccn2)cc1	0	i	i	-11	i	i	0	i	i	-1	i
COC(=O)c1cc(NC(=O)CC2Oc3ccccc3NC2=O)cc(C(=O)OC)c1 (stereo not drawn)	2	i	i	-7	i	i	-1	i	i	-3	i
Cc1c(NS(=O)(=O)c2ccc(N(C)C3CCCCC3)c([N+](=O)[O-])c2)c(=O)n(-c2ccccc2)n1C	-6	i	i	-15	i	i	-3	i	i	3	i
CCOC(=O)c1c(NC(=O)CSc2nc3c(c(=O)n(C)c(=O)n3C)n2C(C)C)sc(C)c1C	-2	i	i	-10	i	i	-1	i	i	-3	i
CCC1CCc2c(sc(NC(=O)c3ccco3)c2C(N)=O)C1 (stereo not drawn)	10	i	i	-10	i	i	1	i	i	0	i
CCO[C@H]1OC(C(=O)NC2CC2)=C[C@@H](C)[C@@H]1CCCO	2	i	i	-8	i	i	-2	i	i	0	i
C[C@H](NC(=O)OC(C)(C)C)c1nnc(SCC(=O)Nc2ccc(Br)cc2)o1	5	i	i	-3	i	i	-2	i	i	3	i
CS(=O)(=O)Nc1ccc(-c2ccc(/C=C3\SC(N)=NC3=O)o2)cc1	84*	i	i	-10	i	i	55*	i	i	0	i
O=[N+]([O-])c1ccc2nc(SCc3cn4ccccc4n3)[nH]c2c1	10	i	i	-10	i	i	-1	i	i	-1	i
COc1ccc(N2CC(O)=C(c3nc(-c4ccc(Cl)cc4)cs3)C2=N)cc1	-3	i	i	-7	i	i	-1	i	i	-2	i
O=C(CN1CCCCC1)NNC(=O)c1ccc([N+](=O)[O-])cc1	-2	i	i	-4	i	i	-3	i	i	2	i
CCCC(C)C(=O)Nc1ccc(C(N)=O)cc1 (stereo not drawn)	-2	i	i	-18	i	i	-2	i	i	0	i
O=C(CN1CCN(Cc2ccccc2)CC1)Nc1cccc(S(=O)(=O)N2CCCCCC2)c1	-1	i	i	-8	i	i	1	i	i	-7	i
Cc1cccc(C)c1NC(=O)CSc1nc(N2CCOCC2)nc(N2CCOCC2)n1	-6	i	i	-17	i	i	-5	i	i	0	i
[N-]=[N+]=NC1c2ccccc2C(=O)N1Cc1ccccc1 (stereo not drawn)	0	i	i	-10	i	i	-3	i	i	1	i
Cc1ccccc1SCC(=O)NC1CCOC1=O (stereo not drawn)	9	i	i	-11	i	i	0	i	i	1	i
Cc1cccc(-n2c(C)cc(/C=N/O)c2C)c1	6	i	i	1	i	i	4	i	i	1	i
O=C1CC(=O)C(n2cncn2)C(c2ccc(Cl)cc2Cl)C1 (stereo not drawn)	-6	i	i	-9	i	i	nt	i	i	3	i
C=CCNC(=S)Nc1sc2c(c1C(=O)OCC)CCN(C(=O)OCC)C2	15	i	i	-9	i	i	-4	i	i	1	i
C=CCn1cc(C(=O)OC)c(=O)c2cc(S(=O)(=O)N3CCCCCC3)ccc21	1	i	i	-9	i	i	1	i	i	-1	i
CCOC(=O)[C@H]1[C@H]2COc3cc(OC)ccc3[C@@H]2N2C(=O)N(c3cccc(Cl)c3)C(=O)[C@@]12C	7	i	i	-9	i	i	0	i	i	2	i
CC(C)NC(=O)c1ccccc1NS(=O)(=O)c1ccc(Br)s1	-2	8*	i	-10	i	i	nt	i	i	-5	i

From PubChem BioAssay
